TRPC4 inh – TRPC4 (mouse) channel inhibition; B-score at 10 µM; 300,000 compounds, 0.39% hits; HEK293 TRPC4beta/mu-opioid, DAMGO-evoked Fluo4 calcium flux; active compounds read low; Q9QUQ5;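 active means B-score over 3 SD under the library average, no early fluorescence shift, positive overall ratio signal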
Target sequence (Q9QUQ5 whole entry, looked up): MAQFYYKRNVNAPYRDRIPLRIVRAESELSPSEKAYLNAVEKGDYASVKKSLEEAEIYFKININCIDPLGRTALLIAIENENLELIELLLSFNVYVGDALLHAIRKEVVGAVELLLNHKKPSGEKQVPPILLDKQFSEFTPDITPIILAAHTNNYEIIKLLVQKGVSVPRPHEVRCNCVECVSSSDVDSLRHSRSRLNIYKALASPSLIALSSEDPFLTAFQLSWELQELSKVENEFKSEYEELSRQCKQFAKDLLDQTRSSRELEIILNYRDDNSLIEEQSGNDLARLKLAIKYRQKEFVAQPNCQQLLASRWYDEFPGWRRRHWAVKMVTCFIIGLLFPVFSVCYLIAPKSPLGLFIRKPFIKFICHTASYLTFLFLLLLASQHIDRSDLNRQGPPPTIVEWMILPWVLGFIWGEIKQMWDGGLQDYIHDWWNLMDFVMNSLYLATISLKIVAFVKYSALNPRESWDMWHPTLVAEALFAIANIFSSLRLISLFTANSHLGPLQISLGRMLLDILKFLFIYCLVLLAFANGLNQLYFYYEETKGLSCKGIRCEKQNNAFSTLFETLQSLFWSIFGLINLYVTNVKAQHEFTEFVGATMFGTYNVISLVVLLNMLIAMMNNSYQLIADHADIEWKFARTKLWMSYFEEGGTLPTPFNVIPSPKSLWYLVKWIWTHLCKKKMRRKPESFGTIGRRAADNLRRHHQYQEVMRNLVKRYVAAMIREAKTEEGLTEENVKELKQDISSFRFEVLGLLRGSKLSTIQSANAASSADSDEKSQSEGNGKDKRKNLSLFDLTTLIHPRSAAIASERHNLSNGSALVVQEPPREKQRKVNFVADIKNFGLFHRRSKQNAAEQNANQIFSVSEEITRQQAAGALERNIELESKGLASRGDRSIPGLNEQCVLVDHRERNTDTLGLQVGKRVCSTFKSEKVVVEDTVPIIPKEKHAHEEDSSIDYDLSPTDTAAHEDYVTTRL
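Material: HEK293 cells with stable TRPC4beta plus mu-opioid receptor expression / Probe or stimulus: DAMGO in two steps, submaximal then maximal / Compound: single concentration per test compound / Technique: kinetic Fluo4 fluorescence imaging of calcium influx / Read-out: per-well B score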
KCNK9 block – blocks the human KCNK9 two-pore domain potassium channel; B-score at 10 µM; Q9NPC2; AID 488922; 310,000 compounds, 1.2% hits; HEK293 KCNK9, FluxOR thallium flux fluorescence; active compounds read low;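 active means ratio B-score over 3 SD below the library mean, with starting fluorescence within 5 SD of its mean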;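 further: negative B-score means less thallium flux so channel inhibition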
Dyrk1A ADPGlo – inhibitors of rat Dyrk1A kinase; ADP-Glo luminescence, NFATc1 peptide; inhibition, % at 12.5 µM; 310,000 compounds, 0.43% hits; in the data active means inhibition above about 50%;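 further: plate controls were vehicle with enzyme for no effect and no enzyme for full effect; many of its hits are not listed in these tables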
hERG rescue – shields human hERG channel from block by proarrhythmic agents. CHO-hERG, FluxOR thallium flux, dofetilide IC70 present. activation (rescue from dofetilide block), less the hit threshold, % at 10 µM. AID 1511. 310,000 compounds, 0.51% hits;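 active means activation above the mean of controls blocked by dofetilide plus 5 SD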;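 further: thallium influx through hERG after potassium depolarization seen as dye fluorescence rise; in these data hits start at about 4.7%; inactives centre near -7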
KCNQ1 act – potentiators or activators of human KCNQ1 potassium channel; P51787; CHO-K1 KCNQ1, thallium flux FluxOR fluorescence; active compounds read high; B-score at 10 µM; 310,000 compounds, 0.35% hits; AID 2648;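 active means fluorescence ratio B-score, a plate-corrected score, at least three library SD, with initial intensity B-score within 5 SD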
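assay system = KCNQ1-transfected CHO-K1 cells | medium = assay buffer with matched DMSO | probe or stimulus = depolarizing K+/Tl+ stimulus, K2SO4 and Tl2SO4 each 12.5 mM in 5x stock | dosing = single dose | incubation = dye 90 min, compound 20 min, room temperature | detection = kinetic FluxOR fluorescence, 10 s baseline plus 110 s post-stimulus | evaluation = ratio B score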
PolyA inh – blocks polyadenylation in yeast reporter cells. S. cerevisiae SKY197-pL101 polyadenylation reporter, beta-gal luminescence; efflux-impaired pdr1/pdr3 knockout yeast; score 100 = 6 SD above DMSO. calls only at 12 µM. 300,000 compounds, 0.02% hits;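 active means lowest replicate activity score at least 50, where 100 means six control SD above control mean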;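 further: yeast exposed to compound for 9 h at 30 °C; higher score means more reporter readthrough which indicates perturbed polyadenylation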
TRPC4 PAM – allosterically enhances the mouse TRPC4 cation channel. 310,000 compounds, 0.42% hits. B-score at 10 µM. HEK293 TRPC4beta/mu-opioid, DAMGO EC20, Fluo-4 Ca2+ flux; active compounds read high;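 active means B-score of calcium response area above 5 SD of library B-scores, with initial fluorescence ratio within 5 SD of library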;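 further: B-score of integrated fluorescence ratio over time as area under calcium response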
KCNK3 block – human KCNK3 channel inhibition, primary screen | O14649 | CHO-KCNK3 thallium flux, FluxOR fluorescence; active compounds read low | B-score at 10 µM | 340,000 compounds, 0.84% hits;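 active means B-score under library mean minus 4 SD, starting fluorescence ratio at most library mean plus 5 SD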;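 further: more negative B-score means stronger inhibition of thallium flux through KCNK3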
Platelet DG rel – modulates dense granule release in human platelets; inhibition, %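 (compounds screened at 7.5 µM in platelet-rich plasma)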; human platelet-rich plasma, SFLLRN dense granule ATP release, luminescence; 300,000 compounds, 0.22% hits;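 active means mean replicate score, as percent of positive control, at or above 50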
TRPC4 agonist – TRPC4 (mouse) channel activation. Q9QUQ5. AID 2237. HEK293 TRPC4beta/mu-opioid, Fluo4 calcium fluorescence; active compounds read high. 310,000 compounds, 0.49% hits. B-score at 10 µM;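 active means B-score above 5 SD of library B-scores, and initial fluorescence ratio not above library mean plus 5 SD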;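 further: positive B-score marks a calcium rise read as TRPC4 activation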
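Technique: kinetic Fluo4 calcium fluorescence; Test system: TRPC4beta and mu-opioid receptor HEK293 stable cells; Measure: B-scored integrated calcium fluorescence ratio; Benchmarks: low control buffer alone, high control maximal DAMGO; Schedule: 45 min room-temperature Fluo4 loading, 110 s read.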
KCNQ1 block – human KCNQ1 channel inhibition; CHO-K1 KCNQ1, FluxOR thallium flux fluorescence; active compounds read high; B-score at 10 µM; 310,000 compounds, 1.3% hits; AID 2642;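 active means compounds whose thallium flux B-score, printed positive for inhibition, exceeds three library SD while starting fluorescence stays within three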;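 further: channel opened by potassium depolarization with thallium stimulus after 20 min compound exposure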
The depositor's hits bear a star; i = inactive; nt = no result given. An excerpt; the hit share may differ from the screen's.

SMILES	TRPC4 inh	KCNK9 block	Dyrk1A ADPGlo	hERG rescue	KCNQ1 act	PolyA inh	TRPC4 PAM	KCNK3 block	Platelet DG rel	TRPC4 agonist	KCNQ1 block
Cc1cc(/C=C(\C#N)C(=O)NCc2ccco2)c(C)n1-c1cccnc1	i	i	-9	-6	i	i	i	i	4	i	i
Cc1cccc2c1N(C(=O)c1ccco1)C(C)(C)c1ssc(=S)c1-2	i	i	4	-7	i	i	i	i	-3	i	i
O=C(CN(c1ccccc1)S(=O)(=O)c1ccccc1)N1CCOCC1	i	i	-28	-5	i	i	i	i	-35	i	i
Cn1c(-c2ccccc2)cnc1SCC(=O)N1CCCc2ccccc21	i	i	-4	-9	i	i	i	i	-19	i	i
O=C(CCCCC(=O)Nc1ccccc1Cl)Nc1ccccc1Cl	i	i	3	-7	i	i	i	i	-1	i	i
CC(C)(C)N1CC2([N+](=O)[O-])CN(C(C)(C)C)CC([N+](=O)[O-])(C1)C2	i	i	-8	-5	i	i	i	i	7	i	i
O=C(COc1ccc(-n2cnnn2)cc1)NCCc1ccc(F)cc1	i	i	0	4	i	i	i	i	8	i	i
O=C(OCc1ccccc1Cl)C1CC(=O)N(Cc2ccco2)C1 (centres undefined)	i	i	-7	-16	i	i	i	i	2	i	i
Cc1csc(=O)n1CC(=O)OCC(=O)NNC(=O)c1ccccc1	i	i	0	-2	i	i	i	i	-9	i	i
Cc1cccc(C(=O)NC(C(=O)Nc2nc(-c3ccccn3)cs2)C(C)C)c1 (centres undefined)	i	i	4	-10	i	i	i	i	-9	i	i
CC(=O)c1ccc(NC(=S)N2CCCCCC2)cc1	i	i	-6	-16	i	i	i	i	0	i	i
COc1ccc(CN(C)CC2CCCN(CCc3ccc(F)cc3)C2)cc1OC (centres undefined)	i	i	5	-3	i	i	i	i	18	i	i
Cc1[nH]c2ccccc2c1CCNC(=O)CCC(=O)c1ccccc1	i	i	-3	-13	i	i	i	i	0	i	i
Cc1nc2ccc3[nH]snc3c2n1	i	i	55*	-11	i	nt	i	i	0	i	i
O=C(OCC1CCCN2CCCCC12)c1ccc2c(c1)OCO2 (centres undefined)	i	i	1	-4	i	i	i	i	-1	i	i

Next section (two carried over from the part before).
SMILES	TRPC4 inh	KCNK9 block	Dyrk1A ADPGlo	hERG rescue	KCNQ1 act	PolyA inh	TRPC4 PAM	KCNK3 block	Platelet DG rel	TRPC4 agonist	KCNQ1 block
Cc1nc2ccc3[nH]snc3c2n1	i	i	55*	-11	i	nt	i	i	0	i	i
O=C(OCC1CCCN2CCCCC12)c1ccc2c(c1)OCO2 (centres undefined)	i	i	1	-4	i	i	i	i	-1	i	i
O=C(CCn1nc(-c2ccccc2)ccc1=O)NCCCN1CCCCCC1	i	i	-2	-10	i	i	i	i	5	i	i
COc1ccc(C(=O)N/C(=C\c2ccc3c(c2)OCO3)C(=O)Nc2cccc(C(=O)O)c2)cc1	i	i	3	3	i	i	i	i	2	i	i
Cc1nc(NC(=O)CN2CCOCC2)sc1C(=O)N(C)C	i	i	5	-8	i	i	i	i	-1	i	i
COC(=O)c1nc[nH]c1C(=O)OC	i	i	4	-9	i	i	i	i	-5	i	i
CC1=CC2=NC(=O)/C(=C\c3cccn3CCOc3cccc(C)c3)C(=N)N2O1	i	-7*	3	-15	i	i	i	i	18	i	i
COc1ccc(-c2nc(-c3ccccc3)ncc2S(C)(=O)=O)cc1	i	i	-3	-2	i	i	i	i	8	i	i
CCCOc1ccc(/C(O)=C2/C(=O)C(=O)N(CCOC)C2c2cccnc2)cc1 (centres undefined)	i	i	nt	-6	i	i	i	nt	2	i	i
Cc1ccc2c(c1)C1CN(C)CCC1N2C(=S)Nc1ccc(OC(F)F)cc1 (centres undefined)	i	i	nt	0	i	i	i	i	23	i	i
Cc1ccccc1NC(=O)CCNS(=O)(=O)c1ccc2[nH]c(=O)oc2c1	i	i	4	-5	i	i	i	i	-10	i	i
COc1ccc(CN2CCNC(=O)C2CC(=O)NC2CCCCCC2)c(F)c1 (centres undefined)	i	i	5	-8	i	i	i	i	-2	i	i
Cc1ccc(-n2c(C)nnc2SCC(=O)NC2CCCC2)cc1	i	i	-8	-4	i	i	i	i	4	i	i
N#C/C(=C\c1ccc(OC(=O)c2ccc(Cl)s2)cc1)c1nc2ccccc2[nH]1	i	i	-1	-4	i	i	i	i	-15	i	i
O=C(CN(Cc1ccco1)C(=O)CNS(=O)(=O)c1ccc(F)cc1)NCCc1ccccc1	i	i	3	-2	i	nt	i	i	nt	i	i
O=C(O)CC(SCC(=O)Nc1ccc(S(=O)(=O)N2CCCC2)cc1)C(=O)O (centres undefined)	i	i	0	1	i	i	i	i	4	i	i
O=C(Cc1ccccc1F)Nc1nc(-c2ccc(F)c(F)c2)cs1	i	i	-2	-3	i	i	i	i	2	i	i
CCOC(=O)N1CCN(S(=O)(=O)c2ccc(NC(C)=O)cc2)CC1	i	i	5	-9	i	i	i	i	-5	i	i
Cc1cccc(Oc2nccc(C(F)(F)F)c2C(=O)Nc2ccc(F)cc2F)c1	i	i	11	-4	i	i	i	i	15	i	i
COCCNC(=O)Cc1cn(C)c2ccccc12	i	i	-2	-3	i	i	i	i	6	i	i
CSc1n[nH]c(NC(=O)c2c(-c3c(Cl)cccc3Cl)noc2C)n1	i	i	12	-6	i	i	i	i	1	i	i
Cn1nc(C(=O)OCC(=O)c2ccc[nH]2)c2ccccc2c1=O	i	i	2	-10	i	i	i	i	-4	i	i
O=Cc1ccc(OCCOc2ccc([N+](=O)[O-])cc2)cc1	i	i	0	-6	i	i	i	i	0	i	i
N#Cc1cc2c(nc1SCc1ccccc1)CCCCC2	i	i	1	-8	i	i	i	i	2	i	i
O=C(CN1C(=O)CCS(=O)(=O)c2ccccc21)Nc1cccc(F)c1	i	i	-7	-1	i	i	i	i	0	i	i
Cc1c(NC(=O)c2ccc(=O)oc2)c(=O)n(-c2ccccc2)n1C	i	i	1	-1	i	i	i	i	2	i	i
O=C(CCC(=O)Nc1ccccc1)N/N=C/C=C/c1ccccc1	i	i	-5	-5	i	i	i	i	3	i	i
C=CCNC(=O)C1(c2ccccc2)CC1(Cl)Cl (centres undefined)	i	i	-7	-4	i	i	i	i	-15	i	i
O=C(c1ccc2oc(CCc3ccccc3)nc2c1)N1CC[C@H](O)C1	i	i	-3	-2	i	i	i	i	-2	i	i
CCOc1ccc(NC(=O)Nc2cccnc2)cc1	i	i	2	-9	i	i	i	i	28	i	i
CCN(CC)C(=O)c1cnn(-c2ccccc2)c1NC(=O)c1cccs1	i	i	1	-11	i	i	i	i	-2	i	i
Cc1cc(C)c(NC(=O)CCN2CCN(Cc3ccccc3)CC2)c(C)c1	i	i	nt	-6	i	i	i	i	8	i	i
CC1(CC(=O)N/N=C/c2cc(Br)c(O)cc2O)OCCO1	i	i	22	-4	i	i	i	i	-2	i	i
CCN(CC(=O)NCc1cccs1)C(=O)c1cccc(S(=O)(=O)Nc2ccccc2OC)c1	i	i	nt	-11	i	i	i	i	-1	i	i
Cc1cc(Nc2ccccc2C(=O)O)n(-c2cccc(Cl)c2)n1	i	i	0	-4	i	i	i	i	-4	i	i
Cc1ccc(C(=O)NCCCN2CCOCC2)cc1	i	i	-2	-2	i	i	i	i	0	i	i
COc1ccc(-c2ccc(CCC(=O)O)n2-c2ccccc2O)cc1	i	i	5	-14	i	i	i	i	8	i	i
COC(=O)c1cc(S(=O)(=O)n2nc(C)c(Br)c2C)c(Cl)cc1Cl	i	i	-5	-2	i	i	i	i	1	i	i
C=CCN(Cc1cc(OC)ccc1OC)S(=O)(=O)N(C)C	i	i	-4	1	i	nt	i	i	nt	i	i

An excerpt from above in order of molecular weight, falling.
SMILES	TRPC4 inh	KCNK9 block	Dyrk1A ADPGlo	hERG rescue	KCNQ1 act	PolyA inh	TRPC4 PAM	KCNK3 block	Platelet DG rel	TRPC4 agonist	KCNQ1 block
COC(=O)c1cc(S(=O)(=O)n2nc(C)c(Br)c2C)c(Cl)cc1Cl	i	i	-5	-2	i	i	i	i	1	i	i
Cc1ccc2c(c1)C1CN(C)CCC1N2C(=S)Nc1ccc(OC(F)F)cc1 (centres undefined)	i	i	nt	0	i	i	i	i	23	i	i
CCCOc1ccc(/C(O)=C2/C(=O)C(=O)N(CCOC)C2c2cccnc2)cc1 (centres undefined)	i	i	nt	-6	i	i	i	nt	2	i	i
CSc1n[nH]c(NC(=O)c2c(-c3c(Cl)cccc3Cl)noc2C)n1	i	i	12	-6	i	i	i	i	1	i	i
CC1=CC2=NC(=O)/C(=C\c3cccn3CCOc3cccc(C)c3)C(=N)N2O1	i	-7*	3	-15	i	i	i	i	18	i	i
Cc1cccc2c1N(C(=O)c1ccco1)C(C)(C)c1ssc(=S)c1-2	i	i	4	-7	i	i	i	i	-3	i	i
CCN(CC)C(=O)c1cnn(-c2ccccc2)c1NC(=O)c1cccs1	i	i	1	-11	i	i	i	i	-2	i	i
O=C(CN(c1ccccc1)S(=O)(=O)c1ccccc1)N1CCOCC1	i	i	-28	-5	i	i	i	i	-35	i	i
CC1(CC(=O)N/N=C/c2cc(Br)c(O)cc2O)OCCO1	i	i	22	-4	i	i	i	i	-2	i	i
COc1ccc(-c2ccc(CCC(=O)O)n2-c2ccccc2O)cc1	i	i	5	-14	i	i	i	i	8	i	i
O=C(c1ccc2oc(CCc3ccccc3)nc2c1)N1CC[C@H](O)C1	i	i	-3	-2	i	i	i	i	-2	i	i
Cc1cc(Nc2ccccc2C(=O)O)n(-c2cccc(Cl)c2)n1	i	i	0	-4	i	i	i	i	-4	i	i
Cc1c(NC(=O)c2ccc(=O)oc2)c(=O)n(-c2ccccc2)n1C	i	i	1	-1	i	i	i	i	2	i	i
C=CCN(Cc1cc(OC)ccc1OC)S(=O)(=O)N(C)C	i	i	-4	1	i	nt	i	i	nt	i	i
N#Cc1cc2c(nc1SCc1ccccc1)CCCCC2	i	i	1	-8	i	i	i	i	2	i	i
COC(=O)c1nc[nH]c1C(=O)OC	i	i	4	-9	i	i	i	i	-5	i	i

Source: PubChem (several laboratories)
